BLM helicase inh: inhibitors of human Bloom syndrome helicase BLM | AID 2528 | P54132 | recombinant BLM DNA unwinding, fluorescence dequenching | Potency, µM (series often up to 56.1 µM), inactives show top-dose activity change, negative = inhibition, most hits filed as inhibitors | 350,000 compounds, 0.2% hits;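 also: plate controls were vehicle for no effect and no enzyme for full effect; nearly all actives have a fitted effect of over 35% in size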
Target sequence (P54132 whole entry, looked up): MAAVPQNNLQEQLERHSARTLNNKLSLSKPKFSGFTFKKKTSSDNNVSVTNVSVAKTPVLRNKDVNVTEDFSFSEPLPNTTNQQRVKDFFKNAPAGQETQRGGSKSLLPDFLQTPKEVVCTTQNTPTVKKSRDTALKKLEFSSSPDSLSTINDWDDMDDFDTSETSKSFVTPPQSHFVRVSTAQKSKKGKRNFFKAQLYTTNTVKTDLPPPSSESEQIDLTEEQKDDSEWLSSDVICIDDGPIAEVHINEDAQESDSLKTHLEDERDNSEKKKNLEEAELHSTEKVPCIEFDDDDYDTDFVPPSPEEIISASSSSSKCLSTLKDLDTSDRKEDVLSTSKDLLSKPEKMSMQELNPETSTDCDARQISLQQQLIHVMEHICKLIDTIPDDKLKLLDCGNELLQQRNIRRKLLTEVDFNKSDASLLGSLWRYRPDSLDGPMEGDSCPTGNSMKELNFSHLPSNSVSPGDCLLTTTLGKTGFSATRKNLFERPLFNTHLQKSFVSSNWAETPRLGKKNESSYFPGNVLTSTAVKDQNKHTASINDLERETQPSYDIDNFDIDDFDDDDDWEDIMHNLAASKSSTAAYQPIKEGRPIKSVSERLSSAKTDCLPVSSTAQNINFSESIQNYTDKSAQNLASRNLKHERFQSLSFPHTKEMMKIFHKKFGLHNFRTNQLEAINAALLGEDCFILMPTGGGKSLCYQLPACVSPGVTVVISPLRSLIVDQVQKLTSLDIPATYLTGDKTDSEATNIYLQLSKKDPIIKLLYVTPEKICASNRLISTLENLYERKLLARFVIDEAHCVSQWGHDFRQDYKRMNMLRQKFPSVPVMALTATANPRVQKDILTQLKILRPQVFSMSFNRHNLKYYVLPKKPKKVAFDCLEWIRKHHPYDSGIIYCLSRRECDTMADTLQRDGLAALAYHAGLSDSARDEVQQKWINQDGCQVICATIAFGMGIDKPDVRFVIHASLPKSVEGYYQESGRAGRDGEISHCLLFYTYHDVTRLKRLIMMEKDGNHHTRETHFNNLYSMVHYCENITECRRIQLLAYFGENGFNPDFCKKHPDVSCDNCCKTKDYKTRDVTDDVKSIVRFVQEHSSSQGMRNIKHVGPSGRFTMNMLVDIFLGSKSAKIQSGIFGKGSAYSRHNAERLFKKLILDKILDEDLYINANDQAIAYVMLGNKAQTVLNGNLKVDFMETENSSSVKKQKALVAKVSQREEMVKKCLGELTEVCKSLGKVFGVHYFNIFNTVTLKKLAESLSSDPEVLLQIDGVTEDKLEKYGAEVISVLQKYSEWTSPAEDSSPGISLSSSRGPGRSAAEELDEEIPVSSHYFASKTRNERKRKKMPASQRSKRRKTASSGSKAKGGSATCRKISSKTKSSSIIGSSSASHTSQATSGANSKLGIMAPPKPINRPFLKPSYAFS
Pol iota inh: blocks human DNA polymerase iota activity | 390,000 compounds, 1% hits | Pol iota fluorescent replication assay, 10 min | Potency, µM (highest dose often 115 µM), without a hit: top-dose activity, negative = inhibition, hits mostly inhibitors | AID 588590
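Fluorescent replication assay read twice, at 0 min and 10 min after adding 50 nM (final) substrate. Enzyme (10 nM) and compounds were first incubated 15 min at room temperature; enzyme-free buffer wells were negative controls.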
APE1 inh: APE1 (human) endonuclease inhibition. P27695. recombinant APE1, TAMRA/BHQ-2 abasic DNA cleavage fluorescence. Potency, µM (doses to about 65.8 µM), inactives show top-dose activity change, negative = inhibition, hits mostly inhibitors. 350,000 compounds, 0.35% hits. AID 2517;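 also: plate controls were vehicle for no effect and reference inhibitor for full effect; nearly all actives have a fitted effect of over 55% in size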
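Substrate: short duplex with […] THF abasic site, 5'-TAMRA and 3'-BHQ-2, 50 nM final. APE1 at 0.75 nM, preincubated 15 min RT with compound. Fluorescence increase from first to third read measured activity.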
POLK inh: blocks human DNA polymerase kappa activity; Q9UBT6; purified Pol kappa, fluorescent DNA synthesis assay, 10 min; Potency, µM (series often up to 107 µM), for the others: at the top dose activity, negative = inhibition, usual class: inhibitors; 400,000 compounds, 0.53% hits; also: % is scaled to controls: 0 for no effect and ±100 for the full control effect
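Enzyme at 10 nM met test compounds for 15 min at room temperature. Substrate addition (50 nM final) began the reaction, which was monitored by fluorescence at 0 and 10 min.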
BAZ2B block: BAZ2B (human) inhibition. 360,000 compounds, 4.4% hits. AlphaScreen BAZ2B-H3K14Ac peptide displacement. Q9UIF8. Potency, µM (top dose mostly 114 µM), inactives show top-dose activity change, negative = inhibition, usual class: inhibitors; also: % is scaled to controls: 0 for no effect and ±100 for the full control effect; nearly all actives have a fitted effect of over 60% in size
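Complex of BAZ2B and biotin-H3K14Ac (50 nM apiece) forms over 30 min at RT, then faces library compounds up to 110 uM for another 30 min; AlphaScreen beads added, 20 min dark incubation, luminescence read.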
Pol eta inh: inhibitors of human DNA polymerase eta | Q9Y253 | recombinant Pol eta, fluorescent DNA replication assay | Potency, µM (top dose mostly 114 µM), for the others: top-dose activity change, negative = inhibition, hits mostly inhibitors | 390,000 compounds, 1.2% hits | AID 588591; also: % is scaled to controls: 0 for no effect and ±100 for the full control effect
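Pol eta (10 nM) was preincubated with compounds for 15 min at room temperature, after which fluorescent replication substrate (50 nM final) was added to start the reaction. Fluorescence was read kinetically at 0 and 10 min.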
Pol beta inh: blocks human DNA polymerase beta activity | P06746 | Pol beta primer extension/strand displacement, fluorescence kinetic | Potency, µM (highest dose often 114 µM), for the others: at the top dose activity change, negative = inhibition, usual class: inhibitors | 340,000 compounds, 1.3% hits; also: % is scaled to controls: 0 for no effect and ±100 for the full control effect
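Pol beta (10 nM) was preincubated with compound for 15 min at room temperature. The reaction was then started with 50 nM substrate and read immediately and after a further 10 min at room temperature.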
G9a inh: G9a (human) methyltransferase inhibition. G9a H3K9 monomethylation, AlphaScreen, 2 h. Potency, µM (highest dose often 102 µM), for inactives: top-dose activity, negative = inhibition, most hits filed as inhibitors. 350,000 compounds, 8.8% hits; also: % is scaled to controls: 0 for no effect and ±100 for the full control effect; nearly all actives have a fitted effect of over 75% in size
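Methyltransferase reactions run at room temperature for 2 h (20 nM enzyme, 500 nM biotin-H3K9 peptide, 20 uM SAM) after a 15 min compound preincubation; product detected by AlphaScreen beads and anti-H3K9me1 antibody.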
Apoferritin bind: binds horse apoferritin like a general anesthetic | P02791 | 350,000 compounds, 0.074% hits | Potency, µM (highest dose often 77.5 µM), for inactives: at the top dose activity change, negative = displacement, hits mostly inhibitors | apoferritin/1-aminoanthracene competitive binding, fluorescence | AID 485281; also: % is scaled to controls: 0 for no effect and ±100 for the full control effect; nearly all actives have a fitted effect of over 20% in size
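In PBS, apoferritin at 10 uM is loaded with 1-AMA from a 50% saturated solution. After 10 min of compound exposure at ambient temperature, reduced 535 nm fluorescence indicates probe displacement.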
Starred values were filed as active, the others as inactive; ? = inconclusive; nt = not tested or not shown; & = joins results of further samples; [ ] = dose if it differs, or a comment. Calls follow the shape of the dose curve; as a rule, active = well fitted curve in the direction sought with a large enough effect; inconclusive = small, poorly fitted or top-dose-only effect, or another doubt; inactive = no such curve, though single readings can be large; an effect the other way counts as inactive or inconclusive. Potency is read from the fitted curve at half-maximal effect.

SMILES	BLM helicase inh	Pol iota inh	APE1 inh	POLK inh	BAZ2B block	Pol eta inh	Pol beta inh	G9a inh	Apoferritin bind
Clc1ccc(C2[C@H]3CN(Cc4ccc(-c5ccccc5)cc4)[C@H](c4ccccc4)C34CC2(c2cccnc2)C4)cn1 (stereo partly drawn)	-7%&-2%	nt	9%&2%	nt	-26%	nt	8%	-32%[59 µM]	4%&-1%
Cc1ccc(-c2csc(N(Cc3ccco3)C(=O)c3cccs3)n2)cc1	-11%	4%	2%	-2%	-5%	-10%	12%	24%[59 µM]	-9%
O=C(NC1CC1)C1CCN(C2CCN(C(=O)c3ccc4cccc(F)c4n3)CC2)CC1	1%	134%[activator]	3%	-10%	5%	-16%	-1%	0%	-6%
COc1ccc(C(=O)NCCCNC(=O)c2ccccn2)cc1	-1%	6%	19%	-11%	-3%	-4%	-6%	32%	-7%
C=CCN(CC(=O)NC1CCS(=O)(=O)C1)S(=O)(=O)c1ccccc1C(F)(F)F (stereo not drawn)	1%	28%	-2%	13%	nt	0%	-2%	4%	-7%
Cc1c(Cl)cccc1NC(=S)NN1CCOCC1	-4%	16%	3%	-6%	9%	-23%	5%	12%[59 µM]	-12%
O=C1CCC(C(=O)Nc2ccccc2)N1 (stereo not drawn)	4%	-11%	5%	-4%	-2%	-15%	-9%	24%[59 µM]	-8%
CN1CCC(NCCC(c2ccc(F)cc2)c2ccc(Cl)cc2)CC1 (stereo not drawn)	-1%	-3%	-1%	2%	50µM*	-24%	49%	25µM*	-10%
O=C(O)c1nn(-c2ccccc2)ccc1=O	-6%	?	-3%	-4%	5%	-9%	25%	nt	-3%
Cc1ccc(/C=C/C(=O)OCC(=O)NCCN2C(=O)CSC2=O)o1	-1%	148%[activator]	2%	0%	-23%	-1%	?	50µM*	-15%
COc1ccc(NC2CCCN(C(=O)c3ccncc3)C2)cc1 (stereo not drawn)	2%	6%	61%[activator]	-20%	12%[57.1 µM]	-5%	3%	?	-2%
Cc1ccsc1/C=C/c1ccc2ccccc2n1	-3%	-11%	-3%	-9%	42%[activator]	-18%	12%	5%[59 µM]	?
CCOc1ccc(NC(=O)C2CCC(CNS(=O)(=O)c3ccc(Br)s3)CC2)cc1 (stereo not drawn)	-1%	-8%	nt	-8%	-3%	5%	-3%	5%[59 µM]	-9%
COCCNC(=O)CSc1nc2cc3c(cc2c(=O)n1Cc1ccc(C(=O)NCCc2ccc(OC)c(OC)c2)cc1)OCO3	-3%	-3%	nt	-1%[60.1 µM]	-4%	-15%	19%	4%[59 µM]	1%
Cc1ccc(N2CCN(C(=O)c3nn(C)c4c3CSc3ccccc3-4)CC2C)cc1 (stereo not drawn)	5%	19%	nt	3%	3%	-25%	2%	-1%[59 µM]	-2%
Cc1nnc(C)n1/N=C/c1cccc([N+](=O)[O-])c1	-5%	103%[activator]	1%	-2%	-4%	-14%	2%	2%	-7%
Cc1ccc(N)cc1O	nt	?	-11%&-3%	9%	-24%	-7%	nt	-9%[0.501 µM]	nt
CC(NC(=O)c1ccc(OC2CCN(C(=O)c3cccnc3)CC2)cc1)C1CC1 (stereo not drawn)	-2%	52%[activator]	7%	-4%	5%	-19%	-16%	20%	-8%
Cc1cc(C(=O)COC(=O)c2ccc(NC(=O)CC#N)cc2)c(C)n1C1CC1	nt	-21%	2%	-11%	-28%	-25%	nt	?	nt
CC(C)Oc1ccccc1C1CC(=O)Nc2c1c(=O)n(C)c(=O)n2C (stereo not drawn)	-3%	nt	12%	nt	-2%	nt	74%	-5%	-3%
Cc1ccc(C(=O)NCC(c2ccc(F)cc2)N2CCOCC2)s1 (stereo not drawn)	nt	63%[activator]	26%	-16%	nt	-13%	nt	nt	nt
Cc1cccn2c(=O)nc(SCC(=O)NCc3ccc(F)cc3)nc12	nt	47%[activator]	10%	-13%	-1%	-2%	nt	4%	nt
CCN(CC)S(=O)(=O)c1ccc(N2CCOCC2)c(NC(=O)CNCCc2ccccc2)c1	-3%	31%	1%	8%	50µM*	-23%	2%	11µM*	-14%
CC(=O)N1c2ccccc2C2(C)C(C1(C)C)C2(Cl)Cl (stereo not drawn)	-2%	101%[activator]	12%	-11%	-19%	-6%	0%	2%	-7%
Cc1cccc(NC(=O)N2CCCC(CNC(=O)c3ccccc3Cl)C2)c1C (stereo not drawn)	-3%	28%	4%	-2%	-3%	8%	16%	38%[59 µM]	-11%
(listing goes on)
SMILES	BLM helicase inh	Pol iota inh	APE1 inh	POLK inh	BAZ2B block	Pol eta inh	Pol beta inh	G9a inh	Apoferritin bind
CC(=O)c1ccc(N2CCN(C(=S)Nc3ccc(Cl)c(Cl)c3)CC2)cc1	-2%	42%[activator]	-3%	-6%	nt	-16%	1%	-37%	-10%
CCOC(=O)N1CCN(CC(=O)Nc2ccc(C)cc2)CC1	-7%	-10%	3%	-5%	-7%	5%	1%	0%[59 µM]	-8%
CC(C)CC(=O)NS(=O)(=O)c1ccc(NS(C)(=O)=O)cc1	-2%	-21%	8%	-11%	-13%	-4%	16%	nt	1%
CCOc1ccc(N2CC(C(=O)NCc3ccccn3)CC2=O)cc1 (stereo not drawn)	-2%	-10%	35%	-11%	0%	-8%	-1%	-6%	-8%
COC(=O)c1ccccc1OCCCOc1ccc(C)cc1OC	-6%	nt	-7%	nt	-37%	nt	-29%	-3%[59 µM]	-13%
CCCCn1c(=O)c2c(c3ccccc31)OCC(=O)N2	2%	nt	6%	nt	2%	nt	-1%	13%[59 µM]	-8%
O=C(NCc1ccc(F)cc1)c1ccc(N2CCc3ccccc32)c([N+](=O)[O-])c1	-7%	54%[activator]	-8%	-8%	7.1µM*	-11%	1%	25µM*	-2%
COc1ccc([C@@H]2CC=C(C(=O)O)[C@H](c3ccc(Cl)cc3)N2S(=O)(=O)c2ccc(C)cc2)cc1OC	nt	24%	12%	-6%	6%	-11%	nt	3%[2.33 µM]	nt
Cc1cc(C)cc(NC(=O)CCCn2c3ccccc3c(=O)c3ccccc32)c1	-6%	-24%	nt	-5%	57%[activator]	-22%	-23%	19%[59 µM]	-4%
Cn1c(O)c(/C=N/NC(=O)c2cc3ccccc3cc2O)c2ccccc21	-11%	?	-3%	-23%	6%	-20%	?	59%[activator]	4%
Cc1ccccc1CS(=O)(=O)c1nnc([C@H](CC(C)C)NC(=O)OC(C)(C)C)o1	-1%	-6%	-5%	-9%	5%	-12%	11%	35µM*	?
COc1ccc(-c2c(C#CC(C)(C)O)c3ccccc3n2C)cc1	nt	3%	-8%	-14%	nt	-19%	nt	nt	nt
CC(=O)NC(Cc1c[nH]c2ccccc12)C(=O)NCCc1ccccn1 (stereo not drawn)	-1%	-2%	-8%	-1%	-16%	10%	65%	5%	-8%
CCOc1ccc2nc(SCC(=O)N3CCN(C(=O)c4ccco4)CC3)sc2c1	-3%	4%	-3%	-15%	-7%	-8%	13%	-38%[59 µM]	-16%
Cc1ccccc1N(CC(=O)NC1CCCCC1)C(=O)CCCC(=O)Nc1ccccn1	0%	23%	-11%	-7%	1%	-9%	0%	-4%	-2%
N#CCC(=N)N1CCN(c2ccc(Cl)cc2)CC1	-3%	10%	-5%	-9%	2%	-14%	9%	?	-10%
COCCNC(=S)NCCCNc1nc2cc3c(cc2cc1C#N)OCO3	-10%	66%[activator]	-5%	-5%	6%	-7%	0%	-37%[59 µM]	135%[activator]
CCN(CC)C(=O)Cn1c(C)c(/C=C/c2cc[n+](C)cc2)c2ccccc21	-3%	4%	-10%	-22%	-34%	-5%	1%	?	5%
O=C(CSc1nnc(-c2ccco2)o1)Nc1c(F)cccc1F	nt	-4%	34%	4%	-19%	-3%	nt	-10%[12.7 µM]	nt
O=C(c1cccc(C(=O)N2CCN(c3ccccc3F)CC2)n1)N1CCN(c2ccccc2F)CC1	-3%	-10%	-1%	3%	-3%	-11%	-3%	-3%[59 µM]	-11%
S=C(NC1CCCC1)N1CCN(c2ncccn2)CC1	-6%	53%[activator]	3%	6%	?	-8%	2%	5%[59 µM]	-2%
CCOC(=O)c1c(CC(C)C)csc1NC(=O)COC(=O)c1ccc(O)cc1	nt	19%	-6%	-11%	7%	-10%	nt	-2%	nt
O=C(NC1CCN(S(=O)(=O)c2ccccc2F)CC1)c1ccco1	-1%	23%	23%[12.4 µM]	4%	5%	-18%	15%	9%[59 µM]	-8%
Cc1ccc(-c2nc3sc(C#N)c(N)n3c(=O)c2C#N)cc1	-1%	?	8%	-4%	-16%	-7%	35%[activator]	nt	-5%
CCN(C(=O)[C@@H]1CCCN1C(=O)c1cccs1)c1nc2cc(Cl)ccc2s1	-10%	9%	-5%	-24%	-6%	-9%	-3%	11%	0%
O=C(COC(=O)C1=COCCO1)NC1CCCCCCC1	-2%	2%	-2%	-12%	-3%	-3%	12%	11%	?
COc1ccccc1N(C(=O)c1ccco1)C(C(=O)NC1CCCC1)c1cccnc1 (stereo not drawn)	-2%	9%	1%	-9%	-3%	0%	-9%	2%[12.7 µM]	-15%
CCOC(=O)C1=NNC2(CC(=O)N(c3cc(C)cc(C)c3)C2=O)C1 (stereo not drawn)	0%	-15%	-2%	0%	2%	4%	-4%	-44%	-4%
O=C(Cn1nnc(-c2ccccc2NC(=O)c2ccco2)n1)NC1CCCCC1	-1%	-25%	1%	-2%	1%	-16%	23%	-5%	-12%

Some of these compounds in order of the Pol iota inh value, lowest first.
SMILES	BLM helicase inh	Pol iota inh	APE1 inh	POLK inh	BAZ2B block	Pol eta inh	Pol beta inh	G9a inh	Apoferritin bind
Cc1cc(C)cc(NC(=O)CCCn2c3ccccc3c(=O)c3ccccc32)c1	-6%	-24%	nt	-5%	57%[activator]	-22%	-23%	19%[59 µM]	-4%
O=C1CCC(C(=O)Nc2ccccc2)N1 (stereo not drawn)	4%	-11%	5%	-4%	-2%	-15%	-9%	24%[59 µM]	-8%
CCOc1ccc(NC(=O)C2CCC(CNS(=O)(=O)c3ccc(Br)s3)CC2)cc1 (stereo not drawn)	-1%	-8%	nt	-8%	-3%	5%	-3%	5%[59 µM]	-9%
CCN(CC)C(=O)Cn1c(C)c(/C=C/c2cc[n+](C)cc2)c2ccccc21	-3%	4%	-10%	-22%	-34%	-5%	1%	?	5%
CCN(C(=O)[C@@H]1CCCN1C(=O)c1cccs1)c1nc2cc(Cl)ccc2s1	-10%	9%	-5%	-24%	-6%	-9%	-3%	11%	0%
Cc1c(Cl)cccc1NC(=S)NN1CCOCC1	-4%	16%	3%	-6%	9%	-23%	5%	12%[59 µM]	-12%

Compound activity as filed in PubChem BioAssay.

This is a subset (hit frequency here may not be typical).
